# SW480 rereplic = DNA re-replication induction in SW480 cells; Potency, µM (highest dose often 46.1 µM), without a hit: at the highest dose re-replication activation, most hits filed as activators; SW480 DNA re-replication, Hoechst DNA content imaging, 48 h; AID 624297; 1.8% of 340,000 active; note: potency is the fitted concentration of half-maximal effect; % of control where 0% means no effect; nearly all actives have a fitted effect of over 55% in size
#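 Cells (250 per well) received 23 nL compound or DMSO by pin tool and were kept 48 hr at 37 C, 5% CO2. Nuclei were then stained with Hoechst for 40 min and scanned for DNA content.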
# KB-V1 cytotox = kills drug-selected multidrug resistant KB-V1 cells; KB-V1 MDR cells viability, CellTiter-Glo, 72 h; Potency, µM (titrated, usually from 46.1 µM), for the others: top-dose activity change, negative = cytotoxicity, usual class: cytotoxic; 3.4% of 400,000 active; note: potency is the fitted concentration of half-maximal effect; % is set by controls: 0 for no effect and ±100 for the full control effect; nearly all actives have a fitted effect of over 60% in size
#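 KB-V1, DMEM (no phenol red) + 10% FBS; cpd pin-transferred, titration series; 72 h, 37 degrees C; CellTiter-Glo, luminescence. Data normalized, curve-fit.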
# GLP-1R agonist = GLP-1 receptor (human) agonism | HEK293 GLP-1R CRE-luciferase, luminescence, 4-6 h; cells express a hypersensitive GLP-1R form | Potency, µM (titrated, usually from 45.6 µM), without a hit: at the highest dose activation, hits mostly activators | 0.007% of 380,000 active | P43220; note: potency is the fitted concentration of half-maximal effect; % of control where 0% means no effect
# Target sequence (P43220 whole entry, looked up): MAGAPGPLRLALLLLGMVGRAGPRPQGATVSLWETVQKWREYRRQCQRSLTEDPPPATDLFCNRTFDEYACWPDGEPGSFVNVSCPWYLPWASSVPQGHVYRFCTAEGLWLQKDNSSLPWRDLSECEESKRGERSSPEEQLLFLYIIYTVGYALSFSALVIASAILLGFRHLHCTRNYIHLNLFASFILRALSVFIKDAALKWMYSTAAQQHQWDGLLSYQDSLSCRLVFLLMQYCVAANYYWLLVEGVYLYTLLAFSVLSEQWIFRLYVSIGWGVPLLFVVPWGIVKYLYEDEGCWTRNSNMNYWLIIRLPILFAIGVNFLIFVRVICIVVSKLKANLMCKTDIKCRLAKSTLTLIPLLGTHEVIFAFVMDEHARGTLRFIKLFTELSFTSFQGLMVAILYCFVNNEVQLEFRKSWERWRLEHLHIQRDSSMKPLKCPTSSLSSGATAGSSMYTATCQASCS
# IL1B secr inh = blocks inflammasome-driven IL-1 beta release; THP-1 LPS/ATP IL-1B secretion, AlphaLISA, 16 h; stronger effect = lower value; activity change, % at 57.5 µM; 4.7% of 360,000 active; AID 743279; in the data active = activity change below about -50%; inconclusive = mostly about -30% to -49%; note: % is set by controls: 0 for no effect and ±100 for the full control effect
#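 Secreted IL-1B measured by AlphaLISA bead assay after 16 h compound exposure of THP-1 cells; compounds (final up to 57.5 uM) added 1 h before LPS (250 ng/mL) and ATP (1.25 mM) stimulation; lower signal means less secretion.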
# HT1080 IDH1KD tx = kills HT-1080 cells with IDH1 knockdown | HT-1080 IDH1 knockdown viability, ATP luminescence, 48 h | Potency, µM (top dose mostly 46.1 µM), for the others: at the highest dose activity, negative = toxicity, actives largely listed as cytotoxic | 2% of 360,000 active | AID 686971;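 note: potency is the fitted concentration of half-maximal effect; 0% = DMSO wells and -100% = cell-free medium wells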
#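 In this qHTS, HT-1080 cells depleted of IDH1 are exposed for 48 h at 37 °C to compound titrations. Toxicity is scored from CellTiter-Glo luminescence, with DMSO as full viability and medium alone as none.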
# HT1080NT lethal = kills 2HG-producing HT-1080-NT fibrosarcoma cells | HT-1080-NT fibrosarcoma viability, CellTiter-Glo ATP luminescence, 48 h | Potency, µM (series often up to 46.1 µM), without a hit: at the top dose activity, negative = less viability, most hits filed as cytotoxic | 1.6% of 360,000 active | AID 686970;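 note: NT is the 2HG producing partner of a matched IDH1 knockdown line; potency is the fitted concentration of half-maximal effect; 0% = DMSO-treated cells and -100% = media-only wells without cells; nearly all actives have a fitted effect of over 55% in size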
#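 Viability by CellTiter-Glo luminescence after 48 h compound exposure at 37C of HT-1080-NT cells (750/well, RPMI, 5% FBS). % activity scaled between DMSO wells and medium-only wells, then curve-fitted and categorized by curve class.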
# D3 ag = D3 dopamine receptor (human) agonism | P35462 | D3R DiscoveRx beta-arrestin cells, luminescence, 90 min | max activation, % | 0.58% of 410,000 active; in the data active = max activation above about 30%; note: 0% is about no effect; mostly tested at two doses, the higher about 12 µM
# Target sequence (P35462 whole entry, looked up): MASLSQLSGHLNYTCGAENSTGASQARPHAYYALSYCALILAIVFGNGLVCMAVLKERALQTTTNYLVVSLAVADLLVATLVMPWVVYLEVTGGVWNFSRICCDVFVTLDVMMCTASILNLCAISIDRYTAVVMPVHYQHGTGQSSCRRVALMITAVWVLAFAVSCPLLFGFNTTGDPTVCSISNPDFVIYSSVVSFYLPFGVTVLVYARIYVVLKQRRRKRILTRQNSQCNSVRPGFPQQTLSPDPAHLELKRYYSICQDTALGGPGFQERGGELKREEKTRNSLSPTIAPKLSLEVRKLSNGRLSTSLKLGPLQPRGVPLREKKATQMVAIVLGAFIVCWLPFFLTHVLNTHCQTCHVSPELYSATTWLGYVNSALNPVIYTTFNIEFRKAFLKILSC
#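 Cells at 1500/well, incubated overnight, then treated with pinned compounds (dopamine as control) for 90 min at 37 degrees C. DiscoveRx reagent added for 30 - 60 minutes at room temperature; luminescence read.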
# KB-3-1 cytotox = kills parental KB-3-1 adenocarcinoma cells; KB-3-1 viability, CellTiter-Glo ATP luminescence, 72 h; Potency, µM (doses to about 46.1 µM), inactives show top-dose activity change, negative = cytotoxic, hits mostly cytotoxic; 1.4% of 400,000 active; note: potency is the fitted concentration of half-maximal effect; % is set by controls: 0 for no effect and ±100 for the full control effect; nearly all actives have a fitted effect of over 60% in size
#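 Viability of parental KB-3-1 cells, measured by CellTiter-Glo luminescence, followed a 72 h incubation at 37 °C with pinned compounds in phenol-red-free DMEM containing 10% FBS.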
# DRD3 antagonist = blocks the human D3 dopamine receptor; P35462; D3R cells, DiscoveRx beta-arrestin luminescence, antagonist mode; stronger effect = lower value; max response, negative = inhibition, %; 2.5% of 360,000 active; AID 652054; in the data active = max response below about -50%; inconclusive = no clear call, values can overlap the other calls; note: % is set by controls: 0 for no effect and ±100 for the full control effect; mostly tested at two doses, the higher about 12 µM
#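 Cells expressing the human receptor were seeded at 1500 cells/well, incubated overnight at 37 degrees C in 5% CO2, then exposed to library compounds with dopamine controls for 90 minutes at 37 degrees C before luminescent detection.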
# * = called active by the depositor; ? = inconclusive; nt = no result given; [ ] = dose if it differs, or a comment. Unless noted, calls come from the whole dose curve; as a rule, active = well fitted curve in the direction sought with a large enough effect; inconclusive = small, poorly fitted or top-dose-only effect, or another doubt; inactive = no such curve, though single readings can be large; an effect the other way counts as inactive or inconclusive.
# The line under a structure holds: SW480 rereplic	KB-V1 cytotox	GLP-1R agonist	IL1B secr inh	HT1080 IDH1KD tx	HT1080NT lethal	D3 ag	KB-3-1 cytotox	DRD3 antagonist
> COc1cc(Cl)c(CNC[C@H]2O[C@@H](n3ccc(=O)[nH]c3=O)[C@H](O)[C@@H]2O)c(Cl)c1O
  104.4%	-0.1%	9.2%	1.1	2.9%	-4.5%	-49.4	0.0%	0.0
> O=C(CCS(=O)(=O)c1ccc(Cl)cc1)NCCN1C(=O)S/C(=C\c2ccccc2F)C1=O
  3.0%	13µM*	-0.6%	0.0	-3.7%	-9.8%	4.5	13.7%	16.2
> CSCCC(NC(=O)c1ccc(=O)n(C)n1)c1nc2ccccc2[nH]1 (stereo not given)
  2.3%	-3.3%	1.3%	-23.8	2.1%	-11.0%	1.8	-13.1%	-28.3
> CCc1cc2c(=O)c(-c3cnn(-c4ccccc4)c3)c(C)oc2cc1OCC(=O)Nc1ccc(F)c(F)c1
  -1.7%	?	1.5%	0.0	13.3%	7.4%	-4.7	2.7%	-6.0
> O=C(COC(=O)CCc1ccc(S(=O)(=O)N2CCOCC2)cc1)Nc1ncc(C(F)(F)F)cc1Cl
  -4.8%	-1.3%	-13.4%	-7.0	20.7%	4.1%	-5.1	7.9%	9.8
> O=C(C[C@H]1C[C@@H]2c3cc(NC(=O)c4cccnc4)ccc3O[C@@H]2[C@H](CO)O1)NCc1ccncc1
  nt	-4.9%	-3.5%	7.0	5.6%	10.1%	3.6	1.5%	-15.0
> CC1CCCN(C(=O)CCNS(=O)(=O)c2ccc(Br)cc2)C1 (stereo not given)
  0.8%	?	1.4%	-13.5	-0.4%	1.0%	-1.2	-8.7%	3.8
> COc1cc2c(cc1OC)CN(C(=O)Cc1ccc(OC)c(S(=O)(=O)N3CCOCC3)c1)CC2
  -0.8%[9.22 µM]	-15.7%	2.0%	-6.5	-5.9%	-3.4%	-9.7	-1.9%	11.0
> C(=N\c1ncnc2sccc12)/NOCc1ccccc1
  -3.0%	?	3.6%	?	-10.9%[9.24 µM]	-14.7%	6.3	?	-5.1
> C=CCOc1ccc(C2N3CC4(C)CN2CC(CCC)(C3)C4=O)cc1 (stereo not given)
  -4.0%	-9.8%	3.4%	-6.7	15.2%	11.1%	-0.4	-16.3%	5.0
> NC(=O)COC(=O)C(Cc1ccccc1)NS(=O)(=O)c1ccccc1F (stereo not given)
  2.5%	-7.6%	3.0%	20.7	10.7%	9.8%	-2.4	3.0%	-10.3
> CCOC(=O)c1ccc(NC(=S)N2CCN(CCN=CC3=C(O)CC(C)(C)CC3=O)CC2)cc1
  -8.2%	5.0%	2.6%	1.6	5.9%	-1.9%	3.2	-3.4%	-5.8
> COc1c(C)cccc1C(=O)Nc1ccc(CN2CCCCC2)cc1
  -20.4%	-1.9%	-9.6%	0.0	0.2%	-0.9%	-1.2	1.5%	-8.3
> COc1ccc(S(=O)(=O)N2CCN(c3ncccn3)CC2)cc1
  -24.4%	-12.0%	-1.0%	0.3	3.1%	5.0%	-0.6	1.4%	7.0
> COc1cc(C(=O)OCC(=O)NCCC2=CCCCC2)cc(OC)c1OC
  -2.0%	-17.5%	0.9%	7.1	1.0%	-0.2%	-4.5	2.3%	12.2
> O=C(/C=C/Nc1cccc(C(F)(F)F)c1)C(F)(F)F
  -10.1%	1.4%	-2.4%	13.1	13.6%	22.6%	11.1	2.7%	11.3
> CCS(=O)(=O)N1CCN(S(=O)(=O)c2ccc3c(c2)OCCO3)CC1
  -12.4%	-4.6%	8.4%	12.5	-1.8%	-1.6%	1.4	?	4.3
> CCN1CNC(=S)N(c2ccccc2C)C1
  3.8%	-0.1%	-4.8%	11.9	8.2%	1.5%	-4.5	-0.5%	-2.3
> COc1ccccc1NC(=O)C1=C(C)NC(=O)NC1c1ccc(C)s1 (stereo not given)
  0.3%	-26.7%	6.9%	-0.5	9.1%	15.5%	2.0	22.3%	-7.4
> COc1ccc(Nc2nc3cc(-c4ccccc4C)sc3c(=O)n2C)cc1OC
  nt	3.6%	10.4%	?	?	?	9.2	0.0%	10.3
> CCSc1ncc(C#N)c(N)n1
  -9.6%	9.4%	-6.1%	7.6	6.4%	7.8%	3.5	6.5%	3.1
> COc1ccc(C(CNc2ccc(S(=O)(=O)N3CCCC3)cc2[N+](=O)[O-])N2CCCC2)cc1 (stereo not given)
  -0.5%	?	20.8%	-29.4	?	?	-10.8	0.0%	-17.4
> CS(=O)(=O)N1CCN(C(=O)c2c(F)cccc2F)CC1
  -3.2%	2.2%	-19.1%	34.8	7.8%	10.8%	-33.4	4.5%	10.3
> COCc1[nH]nc2c1C(c1ccccc1OC)C(C#N)=C(N)O2 (stereo not given)
  -4.5%	15.1%	-5.2%	-14.7	8.1%	7.9%	-0.8	-4.1%	?
> COc1ccccc1NC(=O)c1cnc(Nc2ccccc2OC)c2ccccc12
  2.82µM*	9.2µM*	0.2%	33.2	?	3.66µM*	-10.9	18.4µM*	-8.6
> C=C1CCC[C@]2(C)C[C@H]3OC(=O)C(CNC(C)(CO)CO)[C@H]3CC12 (stereo not given in full)
  ?	?	-2.2%	-96.2*	?	-5.8%	5.1	?	-13.2
> CCOC(=O)c1ccc(CNC(=O)Cn2nnc(-c3ccccc3)n2)o1
  -0.2%	3.4%	8.8%	25.1	0.1%	1.5%	-4.5	-1.9%	-9.6
> CCCCCNCC(=O)Nc1cc(C(F)(F)F)ccc1OCCOC
  14.2%	5.5%	5.3%	-6.3	-17.7%	-4.4%	0.3	2.2%	-1.9
> CC1(C)CCC(=NNC(N)=S)CC1
  ?	-19.1%	-0.9%	13.1	-2.7%	-2.3%	-7.6	-3.9%	-6.7
> CC1Cc2ccccc2N1C(=O)CO/N=C/c1ccccc1OC(F)F (stereo not given)
  16.4µM*	?	15.8%	-29.1	-18.7%	-1.7%	2.0	5.6%	2.0
> O=c1cc(O)c2sc3nc(-c4cccnc4)cc(C(F)(F)F)c3c2[nH]1
  4.7%	21.7%	-0.4%	41.3	-7.3%	-1.2%	13.7	1.0%	4.8
> COc1ccc(OC)c(NC(=O)C2CCCC2)c1
  -12.0%	4.2%	-10.7%	-12.7	24.3%	19.2%	-0.5	6.9%	5.2
> COc1cccc(C(O)c2ncc(-c3cccc(C(F)(F)F)c3)[nH]2)c1 (stereo not given)
  nt	5.3%	7.9%	-5.1	-21.4%	?	4.5	0.0%	-7.0
> O=C(Nc1ccc(F)cc1)C(c1ccccc1OC(F)(F)F)N1CCN(c2cccc(C(F)(F)F)n2)CC1 (stereo not given)
  nt	?	nt	-1.9	-23.3%	-14.4%	-9.8	?	-54.9*
> CCc1cc(=O)oc2c(CNCc3c(F)cccc3Cl)c(O)ccc12
  -3.3%	9.9%	2.9%	9.6	-0.2%	9.4%	6.6	15.7%	4.9
> CC(C)NS(=O)(=O)c1ccc(OCC(=O)Nc2ccc(F)cc2)cc1
  -2.8%	?	5.0%	7.9	0.0%	0.0%	4.4	-5.9%	5.4
> Cc1nc2ccc(N=NN(C)C)cc2[nH]1
  -0.1%	0.0%	1.1%	33.5	1.3%	-0.8%	-1.0	5.8%	2.9
> COc1cc(/C=C/C(=O)NC(=O)c2ccccc2O)ccc1OC(C)=O
  3.9%	?	-4.6%	-15.3	10.1%	4.1%	-32.9	0.0%	12.0
> CNc1ccc(Br)cc1C(O)c1ccccc1 (stereo not given)
  -5.8%	7.9%	5.5%	3.9	-18.7%	-18.8%	2.2	-1.8%	-13.9
> N#Cc1cccc(NC(=O)Cc2ccsc2)c1
  -3.0%	-22.9%	12.9%	0.7	20.4%	-0.6%	-7.9	-2.7%	0.2
> CCN1CCN(c2nc(S(=O)(=O)c3ccc(C)cc3)c(Cl)s2)CC1
  -2.1%	?	20.3%	-24.2	?	-3.3%	-30.1	?	?
> NS(=O)(=O)c1ccc(NC(=O)CN2C(=O)c3ccccc3C2=O)cc1
  -29.8%	20.1%	3.0%	7.4	5.8%	2.9%	8.0	-5.0%	6.0
> O=[N+]([O-])c1ccc2c(c1)C(O)n1nc(-c3ccc(Cl)cc3Cl)nc1S2 (stereo not given)
  -4.2%	-27.8%	2.2%	27.8	13.8%	-10.4%	-2.9	-4.9%	-23.2
> CC(C)Cn1cc(NC(=O)NCc2ccccc2Cl)c2ccccc2c1=O
  nt	0.1%	4.6%	nt	nt	nt	-0.9	0.9%	nt
> COc1ccc(NC(=O)CC2C(=O)N(C)C(=S)N2CCc2ccccc2)cc1 (stereo not given)
  ?	10.3µM*	-0.8%	-23.0	-10.7%	-8.3%	1.9	?	-10.7
> CC(=O)NCC(=O)N(Cc1ccco1)C1(C(=O)NC2CCCC2)CCCCC1
  0.6%	-3.2%	0.7%	10.1	13.4%	9.1%	0.0	8.2%	2.4
> COc1ccc(CN(Cc2cc3ccc(C)cc3[nH]c2=O)Cc2nnnn2C2CCCC2)cc1
  16.0%	-2.8%	3.9%	-57.9*	-25.1%	0.7%	-16.9	-10.5%	16.6
> CCc1ccc(OC(=O)Nc2ccccc2)cc1
  -2.2%	?	-3.4%	-14.0	9.4%	28.4%	12.4	9.2%	14.2
> COc1ccccc1CN(C)C(=O)c1ccc(COc2ccccc2)cc1
  10.7%	9.2%	11.5%	-75.7*	-18.2%	-8.2%	-7.3	-8.9%	-21.3

# In a second layout: 2 of the compounds above.
SMILES | SW480 rereplic | KB-V1 cytotox | GLP-1R agonist | IL1B secr inh | HT1080 IDH1KD tx | HT1080NT lethal | D3 ag | KB-3-1 cytotox | DRD3 antagonist
CCc1ccc(OC(=O)Nc2ccccc2)cc1 | -2.2% | ? | -3.4% | -14.0 | 9.4% | 28.4% | 12.4 | 9.2% | 14.2
COc1ccccc1CN(C)C(=O)c1ccc(COc2ccccc2)cc1 | 10.7% | 9.2% | 11.5% | -75.7* | -18.2% | -8.2% | -7.3 | -8.9% | -21.3

# From PubChem
